H9c2 TAG inh = inhibitors of triacylglycerol accumulation, primary screen, cell-based, uHTS, fluorescence, H9c2 | 230,000 compounds, 0.66% hits | AID 651582, 2012 | inhibition, % at 12.5 µM | H9c2 cells, Nile Red lipid (TAG) fluorescence; cells loaded with 200 µM oleic acid;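 active means pattern-corrected inhibition of lipid staining of at least 50% with the nuclear-stain viability signal not falling by more than 50%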;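 further: 0% = DMSO wells and 100% = triacsin C control wells; some results filed as inactive read as strong as hits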
H9c2 TAG inh DAPI viability = further read-out of H9c2 TAG inh, marked with its call; DAPI nuclei signal change (viability), lower = more cytotoxic, %;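 whole-well DAPI fluorescence read on a plate reader as a viability signal; minus 50 percent equals half of cells still viable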
Numbers without * were called inactive; & = joins results of further samples. Only part of the results is shown; count on the stated rates, not on these rows.

SMILES	H9c2 TAG inh	H9c2 TAG inh DAPI viability
CCOc1ccc(N=NC2C(=O)N(C(N)=S)N=C2C)cc1 (stereo not given)	7	-9
CCN1CCN(Cc2ccc(NC(=O)c3ccc(C)c(NC(=O)C4=NN(c5ccccc5)C(=O)C4)c3)cc2C(F)(F)F)CC1	10&13	4&-3
COc1ccc(NN=Nc2nc3c([nH]2)c(=O)n(C)c(=O)n3C)cc1	-11	8
CCCOc1ccc(NCC(=O)Nc2ccc(C)cc2C)cc1	30	0
CCC(C)[C@@H](C(=O)N1CCNCC1)n1cc(CCCN=C(N)N)nn1 (stereo not given in full)	5	2
O=C(CCn1c(=O)[nH]c2ccsc2c1=O)NCCc1ccc(Cl)cc1	-2	2
COC(=O)c1ccccc1S(=O)(=O)N1CCC(C(=O)OCc2ccc([N+](=O)[O-])cc2)CC1	-11	1
Cc1c(C(=O)OCC2CCCO2)[nH]c2c1C(=O)CC(c1ccco1)C2 (stereo not given)	56*	-25*
O=C(/C=C/c1cccc([N+](=O)[O-])c1)NCCSCc1ccc(Cl)cc1Cl	4	4
O=C1N[C@@H](c2ccccc2)COC(=O)[C@@H](Cc2ccc(F)cc2)C/C=C\C[C@H]1CC(=O)N(CCO)Cc1ccccc1	15	0
COc1ccc(CNC(=O)CCCOc2cc(=O)n(C)c3ccccc23)cc1	15	0
c1coc(CN(Cc2cccs2)Cc2nnnn2C2CCCCC2)c1	-12	-1
Cc1cc(-c2nnc(CCC(=O)N(C)C(C)c3cccs3)o2)no1 (stereo not given)	11	-12
O=C(Nc1ccc2c(c1)OCO2)c1cccc(Cl)c1	9	-7
CC(C(=O)N1CCCc2ccccc21)N1CCN(S(=O)(=O)c2ccccc2F)CC1 (stereo not given)	-4	5
Cc1c(COc2ccc3ccccc3c2)nnn1CC(=O)NS(=O)(=O)c1ccccc1C(F)(F)F	2	1
Cc1cccc(C(=O)NC(C(=O)Nc2ccccc2N2CCOCC2)C(C)C)c1 (stereo not given)	-1	-3
COc1ccc(OCC(=O)Nc2ccc(N3CCN(C(=O)c4ccco4)CC3)cc2)cc1	-38	8
CC1CN(C(=O)c2cc3ccccc3cc2O)CC(C)O1 (stereo not given)	3	1
CCOc1ccc(-c2cnc3ccccc3n2)cc1	7	9

Some of the entries so far, field by field:
> Cc1cccc(C(=O)NC(C(=O)Nc2ccccc2N2CCOCC2)C(C)C)c1 (stereo not given)
  H9c2 TAG inh: -1 | H9c2 TAG inh DAPI viability: -3
> CC(C(=O)N1CCCc2ccccc21)N1CCN(S(=O)(=O)c2ccccc2F)CC1 (stereo not given)
  H9c2 TAG inh: -4 | H9c2 TAG inh DAPI viability: 5

The listing continues:
SMILES	H9c2 TAG inh	H9c2 TAG inh DAPI viability
O=C(NC1CCSc2ccccc21)c1cccc(Cl)c1 (stereo not given)	-9	0
O=C(CNC(=O)c1sc2ccccc2c1Cl)NCc1ccc(F)cc1	-19	10
COC(=O)C1=C(N)OC2=C(C(=O)CC(C)(C)C2)C1c1cccnc1 (stereo not given)	0	-6
O=C(N/N=C/c1ccc(Br)s1)c1ccco1	3	-7
Cc1cc(NC(=O)CSc2nc(=O)n(CCCN(C)C)c3c2CCCC3)no1	1	-4
CCSc1nc(-c2ccccc2)cc(=O)[nH]1	-1	11
O=C(Cn1cc(COc2c(F)c(F)c(Br)c(F)c2F)nn1)c1ccc(O)cc1	-14	6
Cc1ccc(NS(=O)(=O)c2cccc(C(=O)n3ncc(C#N)c3N)c2)c(C)c1	15	-13
O=C(c1ccc([N+](=O)[O-])cc1)N1CCN(C2=NS(=O)(=O)c3ccccc32)CC1	3	-5
CCOc1cc(/C=C(\C#N)C(=O)NCc2cccnc2)ccc1O	3	-4
COc1ccccc1C(=O)NS(=O)(=O)c1ccc(C)cc1	-19	11
CCc1ccc(C(=O)/C=C/Nc2ccc(S(=O)(=O)Nc3onc(C)c3C)cc2)cc1	3	4
Cc1ccc(CN2CC(=O)N3[C@H]4c5ccccc5OC[C@@H]4[C@H](c4ccccc4)[C@]3(C)C2=O)cc1	-12	6
Cc1ccc(CN2CCC(c3cc(-c4cccs4)n[nH]3)CC2)cc1	-6	22
CCn1nnnc1NC(=O)c1ccc2ccccc2c1	-5	4
c1ccc2c(c1)c1c(c3ccccc32)CN2CCCC2C1 (stereo not given)	-3	16
O=S(=O)(Cc1cc(-c2ccccc2Cl)no1)c1ccccc1	1	1
Nc1nc2nc(-c3cccs3)cc(C(F)(F)F)n2n1	-5	140
COc1ccc(NC(=O)c2cc(-c3ccco3)nc3ccccc23)cn1	1	-1
Nc1nc(SCc2nc3scc(-c4cccs4)c3c(=O)[nH]2)n[nH]1	-12	11
CCOc1ccccc1NC(=O)C1CCCN1S(=O)(=O)c1ccccc1C(F)(F)F (stereo not given)	-16	1
O=C(COC(=O)CNC(=O)c1ccc(Cl)c([N+](=O)[O-])c1)NNC(=O)c1ccccc1F	-7	5
COc1ccc(OC)c(Nc2nc(NCCC(C)C)nc(N)c2[N+](=O)[O-])c1	-7	-7
CCOc1ncccc1C(=O)OCC(=O)N1CCN(S(=O)(=O)c2ccc(Cl)cc2)CC1	-10	1
COc1ccc2c(c1)N(C)C(=O)CC(c1ccccc1)=N2	11	-4
CC1=NOC(=O)/C1=C/c1ccc2c(c1)OCO2	-7	-5
Nc1ccc(C(=O)N/N=C/c2ccccc2)cc1	3	2
COc1ccc(NC(=O)CCCSc2ccccc2)cc1	-8	-10
CCCCN(C=O)c1c(CC)nc2ccc(C(=O)N3CCN(c4ccccc4)CC3)cn12	-1	-6
O=C(CCC1CCCCC1)NCCS(=O)(=O)N1CCN(c2ccccc2F)CC1	-8	5
Cc1ccc(Nc2c(-c3ccccc3)nc3cnccn23)cc1	-19	15
Cc1ccccc1OCC(O)CN1CCCCC1 (stereo not given)	-2	0
CC(=O)c1cnc(Nc2nc(C)c3cc(C)c(C)cc3n2)nc1C	6	16
CCN(CC)CC(O)c1cccn1-c1ccc(CNC(=O)NC(C)C)cc1 (stereo not given)	5	-7
O=C(COc1ccccc1)NCC(=O)Nc1ccncc1	-9	4
Cc1ccc(C(=O)OCC(=O)Nc2cccc(S(=O)(=O)N3CCOCC3)c2)o1	-16	8
COc1ccc(S(=O)(=O)N2CCN(CC(=O)NCC3(N4CCOCC4)CCCCC3)CC2)cc1	-2	-5
CS(=O)(=O)N1CCN(C(=O)CCC2CCCC2)CC1	16	-6
CC(C)CC(=O)C1=C(O)C(=O)N(Cc2ccccc2)C1c1ccccc1 (stereo not given)	3	6
COc1ccc(Nc2nc(Cl)nc(NCc3ccco3)n2)c(OC)c1	17	-4
Cc1cc2oc(C(=O)NCc3ccc4c(c3)OCO4)c(C)c2cc1C	-4	1
CCCN1CCN(CCCNC(=S)Nc2ccc(F)cc2)CC1	10	6
CCCCCN(C(=O)CCC(=O)OCc1ccc(C(C)C)cc1)c1c(N)n(CCCC)c(=O)[nH]c1=O	-19	-3
O=C(NCC1CCCN(C(=O)NCc2ccccc2)C1)c1ccc2c(c1)OCO2 (stereo not given)	0	-1
Cc1[nH]c2ccccc2c1C(=O)CSc1nccc(=O)[nH]1	12	-10
CCOC(=O)[C@H]1[C@H]2COc3ccc(C)cc3[C@@H]2N2C(=O)c3cc(OC)c(OC)cc3NC(=O)[C@@]12C	7	0
COc1ccc(CCC2(C)NC(=O)N(C(C)C(=O)Nc3ccccc3F)C2=O)cc1 (stereo not given)	14	-7
CN(C)C(=O)COC(=O)c1cccc(S(=O)(=O)Nc2ccc(OCc3ccccc3)cc2)c1	-4	4
Cc1cccc(N2C(=O)N3[C@H](c4ccc(F)cc4)[C@@H]4C(=O)N(C5CCCCC5)C(=O)[C@@H]4[C@]3(Cc3ccc(Cl)cc3)C2=O)c1	-2	-6
O=C(C1CCCCC1)N1CCN(S(=O)(=O)c2ccc(Cl)cc2)CC1	1	-1
O=C(Nc1ncn[nH]1)c1ccc(Cl)c(Cl)c1	-9	-3
Cc1ccc(Cn2c(CCNc3nc(-c4ccc(Cl)c([N+](=O)[O-])c4)cs3)nc3cc(Cl)c(Cl)cc32)cc1	-6	6
Brc1ccc(COn2ccnc2)cc1	7	-12
CC(C)(C)c1csc(NC(=O)c2ccncc2)n1	-25	9
C/C(=N\OC(=O)C1CC1)C1CC1c1ccc(F)cc1 (stereo not given)	-3	-4
COCCCNc1ccn2nc(-c3ccc(Cl)cc3)cc2n1	13	19
Cn1c(=O)c([N+](=O)[O-])c(-n2cnc3ccccc32)c2ccccc21	-2	-10
O=C(CCOc1ccccc1F)N1CCN(c2ccccc2O)CC1	0	-1
COc1ccc(S(=O)(=O)Nc2ccc3c(c2)C(=O)N([C@H](C)CO)C[C@H](C)[C@@H](CN(C)Cc2ccncc2)OCCCC[C@@H](C)O3)cc1	2	-1
CC1(C)Cc2c(c(N3CCOCC3)nc3snc(N)c23)CO1	49	-12
Further results:
SMILES	H9c2 TAG inh	H9c2 TAG inh DAPI viability
Cc1cccc(N(Cc2ccccc2)C(=O)CN2C(=O)NC3(CCCCC3C)C2=O)c1 (stereo not given)	8	12
CCC(=O)/C=C1/Sc2ccccc2N1CC	-9	22
COc1ccc2cnn(-c3ccc(C)cc3)c(=O)c2c1OC	-8	6
CC(C)OC(=O)CSc1nnc(CNc2ccc(Cl)cc2)n1C	-16	9
CC(=O)c1c(COC(=O)c2ccncc2)nc2ccccc2[n+]1[O-]	3	1
CC(CCc1ccccc1)NC(=O)c1ccccc1 (stereo not given)	-27	1
CC(C)(C)S(=O)N1Cc2ccc(CO)cc2[C@@H]1CCO (stereo not given in full)	6	-12
O=C(Cc1ccccc1Cl)c1ccccc1	-8	5
NC(=O)C1CCN(C(=O)CSc2nc3ccccc3[nH]2)CC1	-15	11
CCN(Cc1ccccc1)S(=O)(=O)c1cc(C(=O)OC)n(C)c1	6	-10
COc1ccc(OC)c(-c2nn(-c3ccccc3)cc2C(=O)NCC(c2cccs2)N2CCOCC2)c1 (stereo not given)	26	-22
CN(C)c1cccc(CNC(=O)c2csc([C@H]3C[C@H](O)[C@@H](CO)O3)n2)c1	-9	9
CCOc1ccc(NC(=O)CN(C)C(=O)c2cccc3ccccc23)cc1OCC	-42	0
CCC(C)C(=O)OC1CCC=C2C=CC(C)C(CCC3CC(O)CC(=O)O3)C21 (stereo not given)	-1	-10
O=C(CSc1nnnn1-c1cccc(O)c1)NC1CC1	-1	1
COC(=O)c1ccc(OCCCCN(C)Cc2ccccc2)cc1	0	6
CN1CCc2nc(NC(=O)c3cccc(S(=O)(=O)N4CCc5ccccc54)c3)sc2C1	1	3
CC(=O)NC1C(=O)N=C(SCC(=O)Nc2sc3c(c2C#N)CCCCCC3)NC1=O (stereo not given)	15	1
CC1CC1C(=O)OCC(=O)NCc1ccc(Cl)cc1Cl (stereo not given)	8	4
COc1cc(C(O)c2nc(-c3cccs3)cs2)ccc1F (stereo not given)	-21	-6

Not a retest: 3 of the compounds above.
SMILES	H9c2 TAG inh	H9c2 TAG inh DAPI viability
CC(=O)NC1C(=O)N=C(SCC(=O)Nc2sc3c(c2C#N)CCCCCC3)NC1=O (stereo not given)	15	1
CC1CC1C(=O)OCC(=O)NCc1ccc(Cl)cc1Cl (stereo not given)	8	4
COc1cc(C(O)c2nc(-c3cccs3)cs2)ccc1F (stereo not given)	-21	-6

The list continues.
SMILES	H9c2 TAG inh	H9c2 TAG inh DAPI viability
CCC(C)(O)C(=O)N[C@H]1CCCN1C(=O)/C=C/c1ccccc1 (stereo not given in full)	10	-5
CC(C)(CNC(=O)c1ccc(S(=O)(=O)Nc2ccccc2F)cc1)N1CCOCC1	1	3
COCc1cc(=O)[nH]c2cc(NC(=O)C(F)(F)F)c(C)cc12	8	18
O=C(CS(=O)(=O)Cc1ccccc1)Nc1nnc(C2CCCCC2)s1	18	-2
NS(=O)(=O)c1cccc(NC(=O)CSc2nc3nc(-c4cccs4)cc(C(F)(F)F)c3c(=O)[nH]2)c1	3	3
COc1ccc(Br)cc1/C=N/n1c(C)nnc1C	33	-35
COc1ccc(OCC(O)CNS(=O)(=O)c2cccc(Cl)c2)cc1 (stereo not given)	5	-4
CC1CCCCC12NC(=O)N(CC(=O)N1CCN(S(=O)(=O)Cc3ccccc3)CC1)C2=O (stereo not given)	-7	-3

In the list so far, 2 contain a tert-butyl group.
SMILES	H9c2 TAG inh	H9c2 TAG inh DAPI viability
CC(C)(C)c1csc(NC(=O)c2ccncc2)n1	-25	9
CC(C)(C)S(=O)N1Cc2ccc(CO)cc2[C@@H]1CCO (stereo not given in full)	6	-12

One compound at a time (already shown):
Record of COCc1cc(=O)[nH]c2cc(NC(=O)C(F)(F)F)c(C)cc12 → H9c2 TAG inh = 8; H9c2 TAG inh DAPI viability = 18
Record of CC(C)(CNC(=O)c1ccc(S(=O)(=O)Nc2ccccc2F)cc1)N1CCOCC1 → H9c2 TAG inh = 1; H9c2 TAG inh DAPI viability = 3
Record of COc1ccc(OCC(O)CNS(=O)(=O)c2cccc(Cl)c2)cc1 (stereo not given) → H9c2 TAG inh = 5; H9c2 TAG inh DAPI viability = -4
